Assay outcomes (PubChem)
hERG WT inh: KCNH2 (human, wildtype) channel inhibition. AID 720551. hit rate 0.37% among 340,000. U2OS, BacMam KCNH2, thallium flux FluxOr; active compounds read low. activity change, % at 1.84 µM;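 active = maximum activity change below -70%; inconclusive = maximum activity change between -70% and -50%; inactive = maximum activity change above -50%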; also: % is scaled to controls: 0 for no effect and ±100 for the full control effect
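U2OS cells were transduced with wild-type KCNH2 virus (2.03 x 10^8 / mL) for 4 h at room temperature, then cultured overnight at 37 C. Thallium flux was read with FluxOr dye. Rate constants were normalized to DMSO controls.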
Eya2 phos inh: Eya2 (human) phosphatase inhibition. O00167. recombinant Eya2, OMFP fluorescence dephosphorylation (OMFP is methylfluorescein phosphate). Potency, µM (top dose mostly 76.9 µM), without a hit: at the top dose activity, negative = inhibition, most hits filed as inhibitors. hit rate 0.006% among 330,000; also: potency is read from the fitted curve at half-maximal effect; % is scaled to controls: 0 for no effect and ±100 for the full control effect
Target sequence (O00167 whole entry, looked up): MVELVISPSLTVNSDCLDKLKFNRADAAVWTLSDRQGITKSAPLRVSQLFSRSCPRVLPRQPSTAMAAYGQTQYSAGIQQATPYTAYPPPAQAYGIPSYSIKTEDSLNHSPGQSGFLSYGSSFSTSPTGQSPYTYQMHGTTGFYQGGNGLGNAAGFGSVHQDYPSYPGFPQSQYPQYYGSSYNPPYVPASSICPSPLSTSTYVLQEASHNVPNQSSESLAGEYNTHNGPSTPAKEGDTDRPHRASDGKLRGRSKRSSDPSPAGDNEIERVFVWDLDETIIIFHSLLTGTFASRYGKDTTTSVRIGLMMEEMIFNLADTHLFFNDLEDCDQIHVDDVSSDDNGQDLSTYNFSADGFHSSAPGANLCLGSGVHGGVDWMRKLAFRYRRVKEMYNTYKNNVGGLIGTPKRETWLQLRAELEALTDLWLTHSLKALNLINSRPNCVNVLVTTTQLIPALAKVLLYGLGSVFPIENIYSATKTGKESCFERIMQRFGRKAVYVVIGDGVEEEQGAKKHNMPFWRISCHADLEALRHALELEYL
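Eya2 (0.2 uM) preincubated 10 min at ambient with compound, then OMFP substrate added at 50 uM; 10 min reaction in 50 mM HEPES pH 7.5, 50 mM NaCl, 5 uM MgCl2, 0.05% BSA, 1 mM DTT. Fluorescence read at Ex 485/Em 525 nm.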
ELG1 repair inh: inhibitors of ELG1-dependent DNA repair in HEK293T cells; HEK293T ELG1-luciferase reporter, luminescence, 16 h; DNA damage induced by 5-fluorouridine; Potency, µM (titrated, usually from 46.1 µM), for inactives: at the top dose activity change, negative = inhibition, actives largely listed as inhibitors; hit rate 2.3% among 330,000; AID 504467; also: potency is read from the fitted curve at half-maximal effect; % is scaled to controls: 0 for no effect and ±100 for the full control effect; nearly all actives have a fitted effect of over 55% in size
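Quantitative HTS, concentration-response format. 2,000 cells/well co-treated with 5-fluorouridine and compound, 16 hr in 5% CO2 at 37 °C; ONE-Glo luminescence read after 30 min.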
AT treatment: candidate therapy for ataxia-telangiectasia | […] A-T fibroblasts, KAP-1 phosphorylation AlphaLISA; neocarzinostatin DNA damage 30 min before lysis | Potency, µM (titrated, usually from 57.5 µM), inactives show at the top dose activation, hits mostly activators | hit rate 0.19% among 320,000 | AID 485349; also: potency is read from the fitted curve at half-maximal effect; % of control where 0% means no effect; nearly all actives have a fitted effect of over 45% in size
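hTERT-immortalized A-T patient fibroblasts ([…]), 500 cells/well in OPTI-MEM, 1% FBS, got compounds for 60 min, then NCS for 30 min at 37C. Lysates were then assayed for phospho-KAP-1 by AlphaLISA (anti-pKAP1 donor, anti-KAP1 acceptor beads), 6 hr at 25C.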
TSHR antagonist: human thyrotropin receptor antagonism; TSHR-expressing cells, TSH-stimulated cAMP HTRF, 2 h; active compounds read low; P16473; hit rate 0.2% among 330,000; activity change, negative = inhibition, % at 11.5 µM;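 active = activity change below a set negative limit, meaning inhibition stronger than a set level, cut at about -70% in these data; inconclusive = activity change between two set negative limits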; also: % is scaled to controls: 0 for no effect and ±100 for the full control effect
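Cell-based HTRF cAMP assay; TSHR cells + compound, TSH EC80 (4nM final), 2 h, 37 deg C. Lysis with anti-cAMP cryptate and cAMP-d2, 30 min RT, read 665/620 nm.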
KCNH2 3.1 inh: KCNH2 3.1 (human) potassium channel inhibition | hit rate 0.95% among 340,000 | AID 720553 | activity change, % (tested at about 1.8 µM) | U2OS KCNH2 3.1, thallium flux FluxOr; active compounds read low;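 active = maximum activity change below -70%; inconclusive = maximum activity change from -70% to -50%; inactive = maximum activity change above -50%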;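 also: thallium influx rate constant from kinetic fluorescence after stimulation buffer; % is scaled to controls: 0 for no effect and ±100 for the full control effect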
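Steps: virus added to U2OS suspension (4 h, RT, dark); medium with 10% FBS added, cells plated, 37 C overnight; FluxOr/Red40 loading buffer 45 min RT; stimulation buffer, 2 min kinetic read; rate constant normalized.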
USP2a inh: blocks human ubiquitin-specific protease USP2a; O75604; USP2 core, Ub-CHOP2 coupled fluorogenic reporter, 485/531; Potency, µM (doses to about 38.3 µM), for inactives: at the top dose activity change, negative = inhibition, hits mostly inhibitors; hit rate 0.01% among 330,000;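 also: potency is read from the fitted curve at half-maximal effect; plate controls were DMSO wells for no effect and full inhibition by NEM control for full effect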
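Cell-free coupled assay: 10nM USP2 core preincubated 30min RT with compound in Tris-HCl pH 8.0/CaCl2/CHAPS buffer, then 25nM Ub-CHOP2 and 25nM reporter substrate; fluorescence (Ex 485/Em 531) read after 60min RT, normalized to NEM inhibition, concentration-response curves fitted.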
Mito fusion act: inhibitors of mitochondrial division or activators of mitochondrial fusion. hit rate 0.23% among 320,000. S. cerevisiae fusion-defective mutant growth rescue, CellTiterGlo 48 h. AID 485298. Potency, µM (series often up to 46.1 µM), without a hit: top-dose growth rescue (activation), actives largely listed as activators;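 also: potency is read from the fitted curve at half-maximal effect; % of control where 0% means no effect; nearly all actives have a fitted effect of over 45% in size; temperature-sensitive fusion mutants such as fzo1-1 at 37 °C on non-fermentable ethanol glycerol medium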
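Luminescent cell viability in 1536-well qHTS format served as the measure of rescued growth in ts fusion-mutant S. cerevisiae cultured on non-fermentable YPEG for 48 hours at 37C.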
TCR activator: activators of T cell receptors. Potency, µM (top dose mostly 9.22 µM), inactives show at the top dose activation of IL-2 secretion, actives largely listed as activators. primary human leukocytes, anti-CD3, IL-2 HTRF, 48 h. 330,000 tested, under 10 active. AID 504894; also: % of control where 0% means no effect
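TCR engagement came from a-CD3 beads alone, with compounds added to primary human leukocytes for 48 hr. Secreted IL-2 bridged europium cryptate- and d2-labelled anti-IL-2 antibodies, giving FRET emission at 665nm after 320nm excitation.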
TRPV1 agonist: agonists of human vanilloid receptor 1 (TRPV1) | hit rate 0.19% among 320,000 | activation, % at 8.33 µM | TRPV1-expressing cells, Fluo-8 calcium influx, agonist mode; in the data active = activation above about 80%; inconclusive = between about 30% and that limit; also: 0% is about no effect
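TRPV1-expressing cells were cultured overnight at 35.5C and loaded with Fluo-8 calcium dye for 40 to 90 min at room temperature. After a 10 s baseline, compound was added and calcium influx was read kinetically for 3 min (ex 480/em 520 nm).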
* hit, by the source's call; ? = inconclusive; . = no result given; [ ] = remark or other dose. Unless noted, calls follow the shape of the dose curve; as a rule, active = well fitted curve in the direction sought with a large enough effect; inconclusive = small, poorly fitted or top-dose-only effect, or another doubt; inactive = no such curve, though single readings can be large; an effect the other way counts as inactive or inconclusive.

SMILES	hERG WT inh	Eya2 phos inh	ELG1 repair inh	AT treatment	TSHR antagonist	KCNH2 3.1 inh	USP2a inh	Mito fusion act	TCR activator	TRPV1 agonist
CCCCCCCNC(=O)C1(CC2CC(c3cccc(Br)c3)=NO2)CCNCC1 (stereo not drawn)	-7.9	-4.3%	?	10.1%	9.2	-77.2*	-3.5%	-2.5%	-1.1%	8.2
COc1ccc(C2C3=C(CCCC3=O)Nc3nc(C(F)(F)F)nn32)cc1OC (stereo not drawn)	-20.1	-19.0%	22.1%	28.0%	16.0	6.7	0.8%	9.6%	-6.5%	-7.7
Cc1ccc(N=Nc2ccc(O)c(P(=O)(c3ccccc3)c3ccccc3)c2)cc1	15.3	-6.8%	-29.2%	0.9%	9.0	-16.7	1.6%	9.0%	0.8%	.
CCCn1c(=O)n(C)c(=O)c2c(SCC(=O)Nc3cc(C)on3)nc(C(C)(C)C)nc21	-0.5	-20.0%	8.2µM*	-2.1%	-37.2	-14.5	0.0%	16.5%	-5.1%	8.7
CC1C(c2ccccc2)N(C)CCC12NC(=O)NC2=O (stereo not drawn)	-15.8	-4.4%	12.7%	-1.1%	12.2	-5.9	-0.4%	6.1%	15.2%	-5.2
Cc1ccc(NC2CC(=O)N(Cc3ccccc3)C2=O)cc1 (stereo not drawn)	7.1	5.9%	9.2%	-3.1%	5.6	6.7	0.6%	-0.5%	12.2%	?
COC(=O)c1cc(C)sc1NC(=S)N1CCN(CCc2ccccc2)CC1	-14.2	3.2%	-0.5%	0.8%	5.8	5.6	8.7%	-3.1%	0.2%	-7.9
O=C(/C=C/c1ccc2ccccc2n1)N1CCN(S(=O)(=O)c2ccccc2F)CC1	-5.4	-5.2%	16.4µM*	3.8%	-11.3	-3.8	2.8%	-5.5%	-8.6%	8.1
O=C(COc1ccc2c3c(c(=O)oc2c1)CCC3)NCc1ccncc1	3.0	-0.9%	-1.0%	-4.3%	0.5	0.2	0.1%	-2.4%	9.6%	?
O=C(CC1CCCCC1)NCc1cn2ccsc2n1	-10.6	-0.7%	19.1%	-3.0%	1.8	5.4	-0.7%	-2.2%	-5.2%	0.5
CC(C)Oc1ccc(/C(O)=C2/C(=O)C(=O)N(Cc3cccnc3)C2c2ccco2)cc1 (stereo not drawn)	-0.2	13.0%	7.2%	6.5%	-28.4	-8.7	-0.2%	-3.1%	0.8%	1.5
COc1ccc(C2=NOC(Cn3nc(C(=O)NCc4ccco4)cc3-c3ccccc3)C2)cc1 (stereo not drawn)	2.0	-5.6%	?	4.2%	-5.6	-15.7	-0.4%	?	-7.2%	2.3
Cc1cccc(N2CC(C(=O)Nc3ccc(S(=O)(=O)N4CCOCC4)cc3)CC2=O)c1 (stereo not drawn)	5.2	-4.1%	?	-1.5%	3.6	15.9	0.7%	-18.4%	4.9%	5.5
CCCN1CCN(C(=S)NCc2ccc(Cl)cc2)CC1	1.3	0.8%	0.0%	-6.8%	12.6	-25.5	0.2%	1.1%	2.3%	20.4
C/C(=N\N1C(=O)CSC1=S)c1ccc(Br)cc1	3.9	-13.3%	-2.6%	5.0%	9.4	-2.3	1.5%	2.1%	-1.5%	2.5

Filtered by structure, the entries above containing two or more sulfur atoms.
SMILES	hERG WT inh	Eya2 phos inh	ELG1 repair inh	AT treatment	TSHR antagonist	KCNH2 3.1 inh	USP2a inh	Mito fusion act	TCR activator	TRPV1 agonist
COC(=O)c1cc(C)sc1NC(=S)N1CCN(CCc2ccccc2)CC1	-14.2	3.2%	-0.5%	0.8%	5.8	5.6	8.7%	-3.1%	0.2%	-7.9
C/C(=N\N1C(=O)CSC1=S)c1ccc(Br)cc1	3.9	-13.3%	-2.6%	5.0%	9.4	-2.3	1.5%	2.1%	-1.5%	2.5

(cont.)
SMILES	hERG WT inh	Eya2 phos inh	ELG1 repair inh	AT treatment	TSHR antagonist	KCNH2 3.1 inh	USP2a inh	Mito fusion act	TCR activator	TRPV1 agonist
c1ccc(OCCn2cnc3ccccc32)cc1	-36.7	6.2%	?	0.0%	2.2	-11.4	0.9%	-2.3%	6.6%	19.1
COc1cccc(OC)c1C(=O)Nc1nc(-c2ccccc2)cs1	-17.3	-0.5%	-10.8%	14.0%	5.4	-13.5	-3.1%	0.1%	-75.0%	-2.3
COc1ccc(NC(=O)Nc2ccc3c(c2)C(=O)N([C@@H](C)CO)C[C@@H](C)[C@@H](CN(C)S(=O)(=O)c2cn(C)cn2)O3)cc1	-8.5	-3.8%	16.5%	-9.2%	11.1	6.4	0.2%	.	9.6%	.
Cc1cccc(C)c1NC(=O)NCCSc1snnc1C	3.1	11.4%	12.2%	11.7%	-6.4	-1.3	-2.7%	14.1%	-4.0%	8.2
O=C(CSc1ccc(Cl)cc1)Nc1ccccc1Oc1ccccc1	13.9	-5.6%	6.7%	6.9%	-11.2	-13.4	3.8%	-3.0%	7.2%[46.1 µM]	7.7
CCN(CC)S(=O)(=O)c1ccc(N/N=C(\C)c2cccnc2)nc1	-19.1	18.0%	-1.0%	-16.0%	11.4	4.1	-0.9%	-9.6%	-0.6%	16.4
Cc1ccc(C2Nc3ccc4ccccc4c3C3=C2C(=O)CC(C)(C)C3)o1 (stereo not drawn)	1.1	-0.4%	?	-2.6%	-9.5	-5.3	1.8%	9.1%	-3.9%[46.1 µM]	22.5
Cc1cc(C)c2c(c1)/C(=N/NC(=O)c1ccc(O)cc1)CCC2	2.5	-16.3%	7.7%	-12.4%	-9.7	-1.0	-5.6%	6.3%	-4.2%	?
Cc1ccc(S(=O)(=O)NC2CC2)cc1[N+](=O)[O-]	7.0	3.9%	-6.8%	1.4%	-4.0	12.8	0.3%	-0.3%	-76.8%	-0.5
Cc1ccc(C(=O)N2C3C=CC(C3)C2(C(F)(F)F)C(F)(F)F)cc1 (stereo not drawn)	3.1	-27.9%	-0.8%	-1.9%	19.6	5.3	0.1%	-0.8%	5.2%	26.7
COc1ccc(C)cc1S(=O)(=O)NCCC1=CCCCC1	-257.2*	-2.8%	?	4.9%	-3.4	1.8	-6.8%	7.4%	-5.8%	17.5
Cc1[nH]c2ccccc2c1CCN(Cc1cccnc1)C(=S)Nc1ccc(F)cc1	-1.6	-11.1%	?	1.3%	6.4	-8.4	4.6%	1.7%	-5.4%	-0.8
CCCCN(C)CCNC(=O)c1c[nH]c2ccc(S(=O)(=O)N(CC)CC)cc2c1=O	-2.0	19.4%	4.4%	0.8%	-4.7	3.5	0.4%	1.0%	-3.9%	0.2
Cc1ccc(NC(=S)N(Cc2ccco2)C2CCN(C(C)C)CC2)cc1	-5.8	-13.7%	17.5%	2.4%	9.0	-26.6	0.4%	-10.6%	-2.3%[46.1 µM]	-1.1
Cc1ccc(NC(=O)C2COc3ccccc3O2)cc1S(=O)(=O)N1CCCCC1 (stereo not drawn)	9.4	-15.3%	?	-7.2%	-19.9	-3.8	-1.0%	19.0%	-1.8%	?
C=CCn1c(SCc2n[nH]c(=S)n2-c2ccccc2)nnc1-c1ccccc1	-9.6	3.0%	0.2%	-1.2%	3.6	1.5	4.1%	7.2%	14.7%	6.0
Cc1nnc(NC(=O)c2ccc3ccccc3c2)s1	7.1	-5.0%	?	-7.5%	9.2	8.7	1.1%	-4.4%	5.7%	3.1
COC(=O)/C=C1/S/C(=N/NC(=O)c2ccc(OC)cc2)NC1=O	13.4	-6.5%	?	-8.1%	0.4	5.1	1.4%	0.5%	2.7%	-1.7
COc1cc(C[C@@H]2C(=O)OC[C@H]2Cc2ccc(OC)c(OC)c2)ccc1O	-7.8	5.5%	0.5%	.	?	-2.5	-0.2%	1.4%	7.0%	9.4
O=C(Nc1cccc(Cl)c1Cl)C1CCCO1 (stereo not drawn)	-4.1	-11.5%	13.1%	-5.6%	6.4	11.6	1.8%	0.6%	-5.7%	5.3
Cc1ccc(N2C(=O)NC3(CCCCC3)C2=O)cc1	-9.4	-0.3%	?	6.7%	-4.4	10.9	4.3%	0.2%	-4.2%	-1.5

5 of the entries above in order of their number in TRPV1 agonist, highest first:
molecule,TRPV1 agonist
Cc1ccc(C(=O)N2C3C=CC(C3)C2(C(F)(F)F)C(F)(F)F)cc1 (stereo not drawn),26.7
Cc1cccc(C)c1NC(=O)NCCSc1snnc1C,8.2
Cc1ccc(S(=O)(=O)NC2CC2)cc1[N+](=O)[O-],-0.5
Cc1ccc(NC(=S)N(Cc2ccco2)C2CCN(C(C)C)CC2)cc1,-1.1
Cc1ccc(N2C(=O)NC3(CCCCC3)C2=O)cc1,-1.5

Not all compounds are listed; the hit share may differ from the screen's.
